D1 potentiator – Potentiators of Human D1 Dopamine Receptor: qHTS; D(1A) dopamine receptor (Homo sapiens), P21728; HEK293 TREx D1 cells, calcium flux, dopamine EC20 potentiation; potentiation, % at 10 µM; 360,000 tested, 0.036% active; in the data active = potentiation above about 30%; note: 0% is about no effect
Target sequence (P21728 whole entry, looked up): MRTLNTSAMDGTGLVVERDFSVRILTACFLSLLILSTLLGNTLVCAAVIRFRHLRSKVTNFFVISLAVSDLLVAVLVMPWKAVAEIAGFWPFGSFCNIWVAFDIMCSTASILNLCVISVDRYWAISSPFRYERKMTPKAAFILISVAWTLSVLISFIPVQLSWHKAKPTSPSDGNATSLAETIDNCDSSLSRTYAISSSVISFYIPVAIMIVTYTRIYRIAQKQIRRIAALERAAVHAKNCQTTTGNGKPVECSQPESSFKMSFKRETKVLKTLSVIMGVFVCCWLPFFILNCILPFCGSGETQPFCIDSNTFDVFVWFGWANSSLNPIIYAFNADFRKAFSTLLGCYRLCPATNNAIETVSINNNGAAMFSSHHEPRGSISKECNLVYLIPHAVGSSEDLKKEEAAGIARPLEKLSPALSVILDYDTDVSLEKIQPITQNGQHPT
RXFP1 antag – qHTS Assay for Antagonists of the Relaxin Receptor RXFP1 | HEK293-RXFP1, relaxin-stimulated cAMP HTRF, 30 min; hits give low values | activity change, negative = inhibition, % at 57.5 µM | Relaxin receptor 1 (Homo sapiens), Q9HBX9 | 350,000 tested, 0.59% active;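 active = activity change of -60% or lower, but not beyond a set lower limit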; note: % is set by controls: 0 for no effect and ±100 for the full control effect
D2 PAM – HTS Assay for Positive Allosteric Modulators of the Human D2 Dopamine Receptor: Primary Screen for Potentiators; D(2) dopamine receptor (Homo sapiens), P14416; HEK293 T-REx D2, calcium flux, EC20 dopamine potentiation; potentiation, % at 10 µM; 340,000 tested, 0.34% active;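 active = potentiation over 3 SD above the plate norm, cut at about 30% in these data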; note: 0% is about no effect
Target sequence (P14416 whole entry, looked up): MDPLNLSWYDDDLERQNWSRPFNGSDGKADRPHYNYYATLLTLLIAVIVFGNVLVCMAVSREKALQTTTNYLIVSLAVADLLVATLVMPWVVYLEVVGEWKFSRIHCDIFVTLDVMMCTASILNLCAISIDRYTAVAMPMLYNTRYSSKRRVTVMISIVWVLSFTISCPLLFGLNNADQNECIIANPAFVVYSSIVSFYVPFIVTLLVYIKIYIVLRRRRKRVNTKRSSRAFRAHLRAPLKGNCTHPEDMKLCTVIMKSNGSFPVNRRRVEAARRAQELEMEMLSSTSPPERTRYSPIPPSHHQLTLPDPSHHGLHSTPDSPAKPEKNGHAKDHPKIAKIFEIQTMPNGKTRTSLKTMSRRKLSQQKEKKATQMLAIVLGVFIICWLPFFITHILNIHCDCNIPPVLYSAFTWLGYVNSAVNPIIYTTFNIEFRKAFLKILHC
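Primary screen. Calcium kinetics in induced HEK293 T-REx D2 cells: compound pre-addition 180 s, EC20 dopamine, 180 s more.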
D2 agonist – HTS Assay for Allosteric Agonists of the Human D2 Dopamine Receptor: Primary Screen for Agonists; activation, % at 2 µM; D(2) dopamine receptor (Homo sapiens), P14416; HEK293 T-REx D2 cells, calcium flux agonist mode; AID 485358, 2010; 340,000 tested, 0.53% active;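 active = activation over 3 SD above normal in the single-dose calcium agonist read, cut at about 30% in these data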; note: 0% is about no effect
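Agonism scored from kinetic calcium signal (1 read/sec, 180 s) following compound pin transfer, after a 10 s baseline. Cells: HEK293 Trex line expressing inducible D2 receptor coupled to calcium, dye-loaded after overnight culture at 30 C.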
TRHR enhancer – qHTS for Small Molecule Agonists and Allosteric Enhancers of Human TRH Receptor: Primary Screen for Enhancers | enhancement, % at 2 µM | Thyrotropin-releasing hormone receptor (Homo sapiens), P34981 | 360,000 tested, 0.66% active | TRHR cells, fluo-8 calcium fluorescence, EC20 TRH enhancement; in the data active = enhancement above about 30%; note: 0% is about no effect
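Enhancer read-out: after compound pinning and an initial kinetic agonist-mode read, an EC20 of TRH (10 nM final) was injected and fluo-8 calcium signal (Ex 480/Em 530) followed at 1 s/cycle for 100 cycles in TRHR-expressing cells.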
D2 antagonist – HTS Assay for Allosteric Antagonists of the Human D2 Dopamine Receptor: Primary Screen for Antagonists | HEK293 TREx D2 cells, calcium flux, dopamine EC80 | inhibition, % at 10 µM | 340,000 tested, 2% active | AID 485344, 2010; in the data active = inhibition above about 30%; note: 0% is about no effect
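Tetracycline-induced HEK293 T-REx cells expressing D2 force-coupled to calcium signalling were dye-loaded, exposed to compound for 180 s, then challenged with an EC80 of dopamine; calcium flux was followed kinetically for a further 180 s.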
D1 agonist – Allosteric Agonists of the Human D1 Dopamine Receptor: qHTS; HEK293 T-REx D1 cells, calcium flux, agonist mode; D(1A) dopamine receptor (Homo sapiens), P21728; activation, % at 2 µM; 360,000 tested, 1% active; note: 0% is about no effect
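Inducible HEK293 T-REx D1 cells, force-coupled to calcium signalling, were plated at 4000 cells/well with tetracycline and held overnight at 30 C. After no-wash calcium dye loading, compound-evoked calcium rise over 180 s flagged agonists.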
TRHR agonist – qHTS for Small Molecule Agonists and Allosteric Enhancers of Human TRH Receptor: Primary Screen for Agonists. TRHR cells, calcium flux fluo-8, FDSS agonist mode. activation, % at 2 µM. 360,000 tested, 0.18% active. AID 493084, 2011; note: 0% is about no effect
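Fluo-8-loaded TRHR cells; 10 s baseline, compound added, kinetic Ca2+ fluorescence read 1/s, agonist mode.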
D1 antag – Antagonist of Human D 1 Dopamine Receptor: qHTS. D(1A) dopamine receptor (Homo sapiens), P21728. HEK293 TREx D1 cells, calcium flux, dopamine EC80; hits give low values. activity change, negative = inhibition, % at 10 µM. 360,000 tested, 3.2% active. AID 504652, 2011; in the data active = activity change below about -30%; note: % is set by controls: 0 for no effect and ±100 for the full control effect
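HEK293 T-REx cells expressing inducible, force-coupled D1 receptor; no-wash Ca dye, 30–90 min RT. Cmpd → 180 s read at 1 Hz → EC80 DA → 180 s read.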
Numbers without * were called inactive; . = no result given; & = joins results of further samples. Cut-off read from the data, not from the text of the source, unless noted: active = activation above about 30%; inactive = the rest. Outcome played no part in choosing rows; about 7.1% have a hit in one of these screens.

Short forms – A = D1 potentiator; B = RXFP1 antag; C = D2 PAM; D = D2 agonist; E = TRHR enhancer; F = D2 antagonist; G = D1 agonist; H = TRHR agonist; I = D1 antag
CCOC(=O)Cc1ccc(NC(=O)n2ncc3cc(Cl)ccc32)cc1
  A: 3	B: -3	C: 3	D: 1.5	E: 5	F: .	G: 0	H: 0.0	I: -5

S=C1NCN(C2CCCCC2)CN1Cc1ccccc1
  A: -1	B: -2	C: 9	D: 0.1	E: -2	F: 0	G: 1	H: 0.5	I: 5

N#Cc1ccc(CSc2nnc(-c3cccnc3)n2-c2ccccc2)cc1
  A: -3	B: -5	C: -11	D: -0.6	E: -5	F: 1	G: 2	H: 0.0	I: -7

O=C(C1CCN(C2CC(=O)N(c3cccc(Cl)c3)C2=O)CC1)N1CCCCCC1 (configuration not stated)
  A: 4	B: 2	C: -4	D: 0.5	E: -2	F: 18	G: 2	H: -0.5	I: -15

CCOCCn1c(=NC(=O)c2cc(Cl)sc2Cl)sc2cc(S(N)(=O)=O)ccc21
  A: -2	B: .	C: -2	D: 1.1	E: 5	F: 2	G: -1	H: -1.2	I: 8

CCCC(=O)Nc1c(-c2ccc(OC)cc2)c(=O)c2ccccc2n1C
  A: 2	B: 21	C: 9	D: -0.6	E: 2	F: 9	G: 2	H: -1.1	I: .

Cc1cc(C(=O)CN2C(=O)C(=O)N(CC(C)C)C2=O)c(C)n1-c1ccccc1F
  A: -1	B: 1	C: -7	D: -0.2	E: -4	F: -12	G: 3	H: -0.1	I: -8

CCN1CCN(c2ccc(S(=O)(=O)N3CCCCC3)cc2NC(=O)c2cc3ccccc3o2)CC1
  A: -8	B: -16	C: 7	D: 0.2	E: 0	F: -17	G: 2	H: -1.0	I: -11

COc1ccc(NC(=O)c2ccc3c(=O)n4nc(Nc5ccccc5C)sc4nc3c2)cc1
  A: -2	B: 7	C: -5	D: -0.5	E: -2	F: .	G: 0	H: 0.0	I: 3

Cn1cc(C(=O)NCCc2ccccc2)c(=O)c2cc(S(=O)(=O)N3CCCCCC3)ccc21
  A: -1	B: -2	C: 10	D: 0.4	E: 1	F: .	G: 0	H: 0.5	I: -23

CCCOc1ccc(OC(=O)c2cn(-c3ccc(OC)cc3)c(=O)c3ccccc23)cc1
  A: 1	B: -16	C: -5	D: .	E: -13	F: .	G: 6	H: 0.6	I: 11

O=C1N(Cc2cccnc2)C[C@@H]2C[C@@H](c3cccc(C(F)(F)F)c3)N3CCC[C@@]123
  A: -4	B: -4	C: 8	D: -0.3	E: -4	F: -4	G: 2	H: -2.1	I: 4

COc1ccc(NC(=O)CN2C(=O)C(C)SC(C)C2=O)c(OC)c1 (configuration not stated)
  A: -3	B: 17	C: 2	D: 0.6	E: -1	F: -14	G: 1	H: 0.5	I: -15

Cc1ccc(CNC(=O)c2c(O)nc3cc(C)ccn3c2=O)cc1
  A: 2	B: .	C: 9	D: -0.6	E: -1	F: .	G: 1	H: -0.3	I: 0

COc1ccc(-c2ccc(SCC(=O)NCc3ccco3)nn2)cc1OC
  A: -4	B: 7	C: -20	D: -1.1	E: 13	F: -12	G: 3	H: -1.2	I: -8

Cc1cccc(CCn2c(=O)c3ccccc3n(Cc3ccccc3C)c2=O)c1
  A: -2	B: .	C: 6	D: -2.5	E: 3	F: .	G: 1	H: 0.2	I: 3

O=[N+]([O-])c1ccn(-c2nc(-c3cccs3)cc(C(F)(F)F)n2)n1
  A: -1	B: 0	C: .	D: -0.1	E: 4	F: -1	G: 2	H: -0.9	I: 5

O=C(COC(=O)CCC1CCCC1)Nc1ccc(F)cc1Cl
  A: -13	B: 5	C: 16	D: -0.4	E: -1	F: -10	G: 6	H: 0.6	I: 11

Cc1cccc(CCN(C(=O)Cc2cccs2)C(C(=O)NC2CCCCC2)c2cccnc2)c1 (configuration not stated)
  A: 0	B: -10	C: 6	D: -0.3	E: 14	F: 2	G: 11	H: -0.1	I: 20

C/C(=N/OC(=O)c1ccc(C)cc1)c1ccc(N2C(=O)C3CCCCC3C2=O)cc1 (configuration not stated)
  A: -4	B: -7	C: -3	D: -0.2	E: 2	F: -16	G: 14	H: -0.5	I: 11

CCOc1ccc(CNC(=O)c2ccc3c(c2)nc2n3CCCCC2)cc1
  A: 0	B: -7	C: 3	D: 0.3	E: 6	F: .	G: 1	H: -0.6	I: 12

O=C(CSc1n[nH]c(-c2ccccn2)n1)Nc1cccc(Cl)c1
  A: -1	B: 6	C: 2	D: -0.1	E: -3	F: 6	G: 2	H: -0.3	I: 4

COc1ccc(C2C(C(C)=O)=C(O)C(=O)N2c2nccs2)cc1OC (configuration not stated)
  A: -8	B: -11	C: 11	D: 1.4	E: -5	F: -4	G: 0	H: 0.4	I: -5

CC1=C(C(=O)OCCNC(=O)c2cccnc2)C(c2cccc([N+](=O)[O-])c2)C(C(=O)OCCN(C)C)=C(C)N1 (configuration not stated)
  A: -5	B: .	C: -12	D: 0.2	E: -7	F: 5	G: -1	H: -0.2	I: -4

O=C(CSc1nnc(-c2cccnc2)s1)Nc1cccc(C(=O)O)c1
  A: -6	B: -7	C: 9	D: -1.3	E: 4	F: -5	G: 4	H: -0.5	I: 7

Compound profiles (already shown):
`O=C(COC(=O)CCC1CCCC1)Nc1ccc(F)cc1Cl` in the list: D1 potentiator: -13; RXFP1 antag: 5; D2 PAM: 16; D2 agonist: -0.4; TRHR enhancer: -1; D2 antagonist: -10; D1 agonist: 6; TRHR agonist: 0.6; D1 antag: 11
`S=C1NCN(C2CCCCC2)CN1Cc1ccccc1` in the list: D1 potentiator: -1; RXFP1 antag: -2; D2 PAM: 9; D2 agonist: 0.1; TRHR enhancer: -2; D2 antagonist: 0; D1 agonist: 1; TRHR agonist: 0.5; D1 antag: 5

The results go on:
Short forms – A = D1 potentiator; B = RXFP1 antag; C = D2 PAM; D = D2 agonist; E = TRHR enhancer; F = D2 antagonist; G = D1 agonist; H = TRHR agonist; I = D1 antag
COc1cc(O)c2c(=O)c(-c3ccc(O[C@@H]4O[C@H](CO)[C@@H](O)[C@H](O)[C@H]4O)cc3)coc2c1
  A: 1	B: -11	C: 7	D: 0.6	E: 4	F: -25	G: 2	H: -0.6	I: 4

COc1cccc(NC(=S)Nc2ccc(Br)cc2Cl)c1
  A: -3	B: 8	C: 12	D: 0.0	E: -10	F: 5	G: 5	H: -0.5	I: -20

CC(=O)c1cc(CN2CCN(C3CCCCC3)C(CCO)C2)cs1 (configuration not stated)
  A: 1	B: -1	C: -3	D: 1.0	E: 8	F: -10	G: 1	H: 0.7	I: 2

Cc1ccccc1Cn1c(CN2CCCC(C)C2)nc2c1c(=O)n(C)c(=O)n2C (configuration not stated)
  A: 1	B: -11	C: 3	D: 0.7	E: 6	F: .	G: 0	H: 0.1	I: 16

C/C(CCc1ccc2c(c1)OCO2)=N\N=C(/N)SC1CC(=O)N(c2ccccc2F)C1=O (configuration not stated)
  A: -4	B: 0	C: 0	D: -0.8	E: 8	F: 13	G: 3	H: -0.2	I: 3

CCOc1ccc(OCC)c(S(=O)(=O)NCc2cccnc2)c1
  A: 2	B: 1	C: -3	D: 0.5	E: 0	F: -9	G: 0	H: 0.3	I: -6

CCOC(=O)c1c(-c2ccc(C)s2)csc1NC(=O)c1ccco1
  A: -2	B: .	C: -4	D: 0.8	E: -3	F: 4	G: 4	H: -0.1	I: 11

CN(C)/C=C/C(=O)c1ccc([N+](=O)[O-])c(CS(=O)(=O)c2ccc(Cl)cc2)c1
  A: 4	B: -34	C: -1	D: .	E: 3	F: .	G: 2	H: -0.6	I: 0

O=C(CS(=O)(=O)c1ccccc1)Nc1nnc(C(F)(F)F)s1
  A: -9	B: -3	C: 9	D: -0.2	E: 7	F: 18	G: 5	H: -1.5	I: -8

CCOCCCNC(=O)CCC(=O)NNc1nc2ccccc2c2nc(-c3ccccc3)nn12
  A: 1&4	B: -5&0	C: 11&-3	D: -0.9&0.5	E: -3&5	F: -4	G: 1&0	H: -0.1&0.1	I: -13&-7

CC(NC(=O)c1ccco1)c1ccc(-n2ccnc2)cc1 (configuration not stated)
  A: -1	B: -15	C: 0	D: 0.4	E: 4	F: 6	G: 3	H: 0.4	I: 0

CCOc1ccc(/C=N/n2nnnc2N)cc1OCC
  A: -2	B: -11	C: -5	D: 0.4	E: 2	F: -8	G: 8	H: -0.1	I: 1

Cc1ccc(-n2nnnc2SCC(=O)NCCc2ccccc2)cc1C
  A: -3	B: .	C: 11	D: 0.7	E: 3	F: .	G: 3	H: -2.7	I: -12

CCN1C(=O)c2ccccc2Sc2ccc(C(=O)NCCN3CCOCC3)cc21
  A: -6	B: .	C: -10	D: -1.2	E: -2	F: 5	G: -2	H: -0.1	I: 27

COc1ccc(OC)c(NC(=O)Cn2cc(C=O)c3ccccc32)c1
  A: -6	B: -5	C: -8	D: 0.7	E: 3	F: -6	G: 6	H: 0.7	I: 1

Cc1cc(C)n(Cc2ccc(C(=O)O)cc2)n1
  A: 16	B: -4	C: -3	D: 0.2	E: -3	F: 1	G: 3	H: 0.1	I: 7

CC1=C(C(=O)OCC2CCCO2)C(c2coc3ccccc3c2=O)C2=C(CCCC2=O)N1 (configuration not stated)
  A: 3	B: 2	C: 4	D: 0.6	E: 11	F: 0	G: 0	H: 0.7	I: -2

Cc1cc(C)c(C2C3=C(Nc4c2c(C)nn4-c2ccccn2)c2ccccc2C3=O)c(C)c1 (configuration not stated)
  A: -2	B: .	C: 12	D: 0.8	E: 1	F: 4	G: 1	H: 0.1	I: 4

COc1ccc(N2CCN(S(=O)(=O)c3cc(Br)cnc3N)CC2)cc1
  A: 2	B: 7	C: -13	D: 1.9	E: 5	F: 17	G: 0	H: -1.0	I: 2

O=C(Nn1cnnc1)c1cc(-c2ccccn2)nc2ccccc12
  A: 0	B: -8	C: 0	D: -0.6	E: -4	F: -7	G: 0	H: 0.0	I: 13

Cc1ccc(-c2onc(C)c2C)cc1S(=O)(=O)NCc1ccc(N(C)C)cc1
  A: -5	B: -22	C: -8	D: -0.4	E: -2	F: .	G: 4	H: -0.6	I: -32*

Cc1nnc(C)n1/N=C/c1cccc([N+](=O)[O-])c1
  A: 4	B: -37	C: -1	D: -1.4	E: -2	F: -2	G: 6	H: 0.7	I: -7

Cc1cccn2c(=O)c(C=NCCO)c(NCc3ccco3)nc12
  A: 0	B: 5	C: 5	D: -0.3	E: -4	F: 9	G: 2	H: -0.5	I: 1

COc1ccc(NC(=O)Cn2cc(S(=O)(=O)Cc3ccccc3)c3ccccc32)c(OC)c1
  A: -2	B: -2	C: 5	D: -0.3	E: 0	F: 0	G: 0	H: -0.5	I: -32*

COC(=O)N1N=C(c2ccc(Br)cc2)CC1(O)C(F)(F)F (configuration not stated)
  A: -5	B: -4	C: -10	D: 0.1	E: -1	F: 4	G: 0	H: 0.4	I: -14

Assay outcomes deposited in PubChem BioAssay by National Center for Advancing Translational Sciences (NCATS).
